Compound activity from PubChem BioAssay.
SENP1 FRET inh – blocks the human SENP1 SUMO protease catalytic domain | Q9P0U3 | recombinant SENP1 catalytic domain, CyPet-SUMO1-YPet FRET cleavage | inhibition, % at 10 µM | hit rate 0.21% among 360,000 | AID 624204;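 active = inhibition at least 30% at 10 µM, raw YFP signal under a set limit, fluorescence ratio 0.5 to 1.5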;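 note: 0% = enzyme with DMSO and 100% = no enzyme wells; some results filed as inactive read as strong as hits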
Target sequence (Q9P0U3 419-644 limits assumed): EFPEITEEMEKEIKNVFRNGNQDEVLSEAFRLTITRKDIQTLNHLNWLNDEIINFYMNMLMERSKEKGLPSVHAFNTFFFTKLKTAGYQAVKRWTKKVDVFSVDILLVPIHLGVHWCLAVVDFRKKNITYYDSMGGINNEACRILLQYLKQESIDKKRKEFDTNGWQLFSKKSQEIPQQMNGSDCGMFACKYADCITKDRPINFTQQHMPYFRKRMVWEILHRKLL
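Test system: recombinant human SENP1 catalytic domain, His6-tagged / Medium: pH 8 Tris buffer with EDTA, NaCl, BME, BSA, NP40, catalase / Also added: SUMO1 FRET substrate flanked by Cypet and Ypet, 25 nM / Times: 50 min reaction at room temperature / Signal: FRET, CFP and YFP emission / Control set: no-enzyme low control and enzyme-plus-DMSO high control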
* hit, by the source's call; & = joins results of further samples.

SENP1 FRET inh	SMILES
-3.3	COc1cccc(Nc2nc(C(N)c3ccccc3Cl)cs2)n1 (stereo not given)
1.5	CC(=O)N1CCN(C(=O)c2[nH]c(C(F)(F)F)nc2-c2ccccc2)CC1
2.3	CNC[C@@H]1OCc2ccccc2-c2ccccc2C(=O)N([C@H](C)CO)C[C@@H]1C
1.4	Cc1ccccc1S(=O)(=O)N1C(c2ccc(Cl)c(Cl)c2)CC=C(C(=O)O)C1c1cccc(Br)c1 (stereo not given)
2.5	Cc1ccc(-c2ccccc2C2=CC(=O)CC(C)(C)C2=O)cc1
-0.9	COC(=O)[C@@]1(Cc2ccc(F)cc2)[C@H]2c3cc(C(=O)N(C)C)n(CCN4CCOCC4)c3C[C@H]2CN1C(=O)c1ccccc1
2.3	CCN(CC)c1ccc(C(=O)NNC(=O)Cn2c(=O)cnc3ccccc32)cc1
4.5	COCCN1C(=O)CSCC1(C)C(=O)Nc1ccc2c(c1)OCCO2 (stereo not given)
-11.6	COc1ccccc1Cc1c(-c2ccc(Cl)cc2)nc2c(Cl)cc(C(F)(F)F)cn12
0.7	COc1ccc(CSc2nnc(NC(C)=O)s2)cc1[N+](=O)[O-]
0.9	CCCn1c(N)c(C(=O)CSc2nnc(Cc3cccs3)n2C2CC2)c(=O)[nH]c1=O
-15.1	Cn1cc(C(=O)C(=O)NC2CC2)c2ccccc21
-2.4	CCN(CC)CCCC(C)Nc1nccc2c(Cl)cccc12 (stereo not given)
-3.9	CC(C)(C)S(=O)N1Cc2cc(CO)cc(CCO)c2[C@H]1CCO (stereo not given in full)
-1.5	C=CCN1C(=O)c2ccc(C(=O)OCC(=O)N(CC)c3c(N)n(Cc4ccccc4)c(=O)[nH]c3=O)cc2C1=O
1.1	COc1cccc(C(NC(C)=O)c2nc(-c3ccc(OC)nc3)cs2)c1 (stereo not given)
0.3	CN1OC[C@@H]2CN(S(=O)(=O)c3cccc(C(F)(F)F)c3)[C@H](c3ccc(N4CCCCC4)cc3)C[C@@H]21
-1.0	COc1cccc(C(NC(C)=O)c2nc(-c3ccncc3)cs2)c1 (stereo not given)
6.3	COc1cc(CC(=O)N2c3ccccc3N=C(c3ccccc3)C2C(=O)NCc2ccccc2)cc(OC)c1 (stereo not given)
1.4	O=C(c1ccco1)N1CCN(C2CN(Cc3ccccc3)S(=O)(=O)C2)CC1 (stereo not given)

3 entries out of the list above, sorted by the number in SENP1 FRET inh, high to low:
SENP1 FRET inh	SMILES
0.7	COc1ccc(CSc2nnc(NC(C)=O)s2)cc1[N+](=O)[O-]
0.3	CN1OC[C@@H]2CN(S(=O)(=O)c3cccc(C(F)(F)F)c3)[C@H](c3ccc(N4CCCCC4)cc3)C[C@@H]21
-0.9	COC(=O)[C@@]1(Cc2ccc(F)cc2)[C@H]2c3cc(C(=O)N(C)C)n(CCN4CCOCC4)c3C[C@H]2CN1C(=O)c1ccccc1

The main list resumes with the 3 entries that preceded the break.
SENP1 FRET inh	SMILES
-1.0	COc1cccc(C(NC(C)=O)c2nc(-c3ccncc3)cs2)c1 (stereo not given)
6.3	COc1cc(CC(=O)N2c3ccccc3N=C(c3ccccc3)C2C(=O)NCc2ccccc2)cc(OC)c1 (stereo not given)
1.4	O=C(c1ccco1)N1CCN(C2CN(Cc3ccccc3)S(=O)(=O)C2)CC1 (stereo not given)
7.3	CCOC(=O)C1=CCC(c2ccccc2Cl)N(S(=O)(=O)c2ccc(C)cc2)C1 (stereo not given)
-3.2	COC(=O)c1nccnc1N
-0.4	Cc1noc(C)c1C(=O)OC(C)C(=O)c1ccc(C(C)(C)C)cc1 (stereo not given)
-0.4	CCOc1ccc(S(=O)(=O)N2CCC(C(=O)Nc3ccc(C)c(S(=O)(=O)N4CCOCC4)c3)CC2)cc1
1.7	CCCCN(C=O)c1c(CC)nc2ccc(C(=O)NCc3cccs3)cn12
2.6	CCc1ccccc1NC(=O)CSc1nc2ccccc2n1CC(=O)N(C)C
0.9	O=C(Nc1cccc(-c2nc3ncccc3o2)c1)c1ccc2c(c1)OCO2
1.8	CCCCCCCCN1C(=O)[C@H](CC(=O)N2CCSCC2)C[C@@]2(C(=O)OC)CC(C)(C)CC=C12
3.1	CC1(C)COC(Cc2ccccc2)=N1
-2.9	O=C(COc1ccc(CNC[C@H]2O[C@@H](n3ccc(=O)[nH]c3=O)[C@H](O)[C@@H]2O)cc1)Nc1nccs1
1.7	O=C(Cc1cccc(NC(=O)C2CCN(C(=O)C3CCCC3)CC2)c1)Nc1cccc(C(=O)N2CCOCC2)c1
0.7	CC(C)Oc1ccc(CN2CCC2(C)C(=O)Nc2cccc(Oc3ccccc3)c2)cc1 (stereo not given)
2.2	COc1cccc(/C=C2\SC(=S)N(CCCC(=O)Nc3cccc(C(=O)O)c3)C2=O)c1
0.5	On1ccccc1=S
1.2	Cc1cccc(C)c1NC(=O)C1c2ccccc2OCC(=O)N1Cc1ccccc1 (stereo not given)
-0.9	COc1ccc(Cl)cc1-c1cc(C(=O)NCc2cccs2)[nH]n1
1.0	CCN(CC)S(=O)(=O)c1cccc(NC(=O)c2ccc(S(=O)(=O)N3CCCC3)cc2)c1
-1.2	CC1=C(C(=O)N2CCOCC2)CC(CC(=O)NCCCN(C)C)C(=O)N1Cc1ccc(C(C)(C)C)cc1 (stereo not given)
2.5	c1ccc(CNn2c(N3CCOCC3)nc3ccccc32)cc1
-0.8	COC(=O)c1ccc(CN(c2ccccn2)S(=O)(=O)c2ccccc2)cc1
-0.7	CCOc1ccc(NC(=S)N2CCC(C(=O)c3ccc(F)cc3)CC2)cc1
-0.4	N=C(N)SCc1cn(-c2ccccc2)nc1-c1ccc(Br)cc1
-33.0	CCC(CC)CC1CN2CCc3cc(OC)c(OC)cc3C2CC1(O)CC (stereo not given)
-110.6	Nc1nc2ccc(Cl)cc2cc1C(=O)NCc1ccc(Oc2ccccc2)cc1
2.7	CCC[C@H]1CN(c2ccccc2)C(=O)[C@@H]1CC(=O)Nc1ccc(Br)cc1
3.3	COc1ccccc1CCC(=O)Nc1ccc2c(c1)c(=O)n(C)n2-c1cccs1
-1.8	CCN(CC)CCCn1c2c(c(SCC(=O)Nc3cc(C)cc(C)c3)nc1=O)CCC2
-18.4	COc1ccc(-c2cc(C(F)(F)F)n3nc(C(=O)Nc4c(C)n(C)n(-c5ccccc5)c4=O)cc3n2)cc1
4.5	COc1ccc(CNC(=O)c2sc(=O)n(Cc3cc(C(C)=O)ccc3OC)c2C)cc1
0.2	CCS(=O)(=O)N1CCC2(CC1)OCCN2S(=O)(=O)c1ccccc1
-0.8	Cc1noc(C)c1-c1ccc(C(=O)N2CCN(C)CC2)c2occc12
1.9	CCOc1ccc(-n2c(=S)sc3c(=O)[nH]c(SCC(=O)NC4CCCCC4)nc32)cc1
1.4	N=c1c2ccccc2nc2n1CCCCCCC2
-0.7	O=C(O)Cc1ccc(NC(=O)c2ccc3c(c2)C(=O)N(Cc2ccccc2)C3=O)cc1
0.8	CCNc1nc2c(cnn2C)c(=O)[nH]1
0.4	O=C(O)C(c1cccs1)C1(O)CCCCC1 (stereo not given)
2.0	CN(C(=O)c1cccc(NC(=O)Cc2ccc(NC(=O)C3CCCN(C(=O)c4ccccc4)C3)cc2)c1)C1CCC1 (stereo not given)
0.0	O=C(NC1CCCC1)C1C(c2ccc(C(F)(F)F)cc2)=Nc2ccccc2N1C(=O)c1ccccc1 (stereo not given)
2.3	COCCNc1ncnc2c1ncn2[C@H]1CN(Cc2ccco2)C[C@@H](CO)O1
3.0	CCC(c1nnnn1-c1ccc2c(c1)OCCO2)N1CCN(c2ccc(C(F)(F)F)cc2[N+](=O)[O-])CC1 (stereo not given)

Of the compounds above, two have a nitro group on carbon:
SENP1 FRET inh	SMILES
0.7	COc1ccc(CSc2nnc(NC(C)=O)s2)cc1[N+](=O)[O-]
3.0	CCC(c1nnnn1-c1ccc2c(c1)OCCO2)N1CCN(c2ccc(C(F)(F)F)cc2[N+](=O)[O-])CC1 (stereo not given)

(more compounds)
SENP1 FRET inh	SMILES
2.3	COc1cc(OC)c2nc(C)c3c(c2c1)N(c1ccc(O)cc1)CC3
-0.3	COc1ccccc1NC(=O)N(C)C[C@@H]1OCc2cn(nn2)CCCC(=O)N([C@H](C)CO)C[C@H]1C
0.4	Cc1ccc(NC(=O)CSCC(=O)Nc2cc(S(=O)(=O)N3CCOCC3)ccc2OC(C)C)cc1
-6.5	Oc1ccc(C=NNc2nc3ccccc3s2)c(O)c1
1.0	COc1cc(CN2C[C@@H](CO)O[C@@H](n3cnc4c(NC(C)C)ncnc43)C2)cc(OC)c1OC
9.2	Oc1ccc2ccccc2c1N=Nc1nccs1
-0.3	CC1(C(=O)NS(=O)(=O)C2CC2)CCCN(C(=O)c2ccccc2)C1 (stereo not given)
-2.4	Cc1cnc(C(=O)N(c2ccccc2)C(c2ccccc2)c2nc3ccccc3[nH]2)cn1 (stereo not given)
2.1	Cc1cc(C)c(NC(=O)CN(C)C(=O)CCN2C(=O)C3CCCCC3C2=O)c(C)c1 (stereo not given)
-4.3	Cc1cc(C)n(Cc2ccc(Cl)c(Cl)c2)c(=O)c1S(=O)(=O)c1ccccc1
-0.3	CCN(CC)C(=O)c1[nH]cnc1C(=O)Nc1ccccc1F
1.6	CCNC(=O)C1(C)CCN(Cc2csc(-c3ccccc3)n2)C1 (stereo not given)
-1.7	CC1(C(=O)NS(=O)(=O)c2ccccc2Cl)CCN1C(=O)Cc1cc(F)ccc1F (stereo not given)
0.3	O=C1NC(=O)N(Cc2ccccc2)CC1Br (stereo not given)
-2.6	O=C1Nc2ccccc2N=C(c2ccc3c(c2)OCO3)C1N(C(=O)c1ccnc2ccccc12)c1ccccc1 (stereo not given)
1.1	Cn1c(=O)ccc2ccccc21
0.1	CCCCn1c(N)c(N(CCOC)C(=O)CC2CCCCC2)c(=O)[nH]c1=O
1.6	CC(C)c1ccc(NC(=O)C2Cc3c(-c4ccccc4Oc4ccccc4)ccnc3O2)cc1 (stereo not given)
0.8	COc1ccc(S(=O)(=O)N2CCN(CC(=O)c3c(N)n(C)c(=O)n(C)c3=O)CC2)cc1OC
0.5	Cc1cc(N2CCOCC2)nc(N2CCOCC2)c1C#N
0.3	CC1(C(=O)NS(=O)(=O)c2ccc(F)cc2F)CCN1C(=O)Cc1ccccc1 (stereo not given)
4.3	CN(CC(=O)Nc1ccccc1Cl)C(=O)c1cccc(S(=O)(=O)N2CCN(c3ccccc3)CC2)c1
0.8	CCCC(=O)N1CCC1(C)C(=O)Nc1cc(OC)c(OC)c(OC)c1 (stereo not given)
0.3	CCc1cccc(NC(=O)COC(=O)c2c(C)nn(-c3ccccc3)c2C)c1
-0.7	CCOc1ccc(NC(=O)CN(C)C(=O)c2cccnc2Sc2ccc(C)cc2C)cc1OCC
-0.6	CC(=O)c1cccc(-c2ccnc3c2CC(C(=O)Nc2cccc(N(C)C)c2)O3)c1 (stereo not given)
-1.4	CC1=C(C(=O)N(C(C)C)C(C)C)CC(CC(=O)NC2CC2)C(=O)N1CCC1=CCCCC1 (stereo not given)
1.6	O=C(Nc1ccccc1Cl)c1cc(C2CCCCN2C(=O)C2CCCCC2)on1 (stereo not given)
1.7	Cc1cccc(NC(=O)CSc2nnc(-c3ccccc3C)o2)c1
-20.3	C#CCn1cc(C=C2C(=O)c3ccccc3C2=O)c2ccccc21
0.5	NC(=O)c1cccc(-c2coc3c(C(=O)NCc4cccnc4)cccc23)c1
1.3	COC(=O)/C=C1\OC(c2ccccc2)c2ccccc21 (stereo not given)
-2.6	CCN1C(=O)[C@H]2[C@@H](c3ccc(OC)cc3)N[C@]3(CCCN(Cc4ccco4)C3=O)[C@H]2C1=O
0.3	O=C(Nc1ccc2c(c1)OCO2)C1Cc2c(-c3cccnc3)ccnc2O1 (stereo not given)
-0.5	CCOC(=O)[C@]12CCC=C1N(CCC1=CCCCC1)C(=O)[C@H](CC(=O)NCCCOC)C2
0.9	Cc1cccc(C)c1OCCOC(=O)c1ccc(S(=O)(=O)N2CCCC2)cc1
0.4&3.5	O=C(C(=O)N1CCC(Cc2ccccc2)CC1)c1ccccc1
-18.0	O=c1/c(=C\c2cccn2-c2ccccc2)sc2nc3ccccc3n12
89.6	Nc1cc2c(cc1Cl)-c1ccc([N+](=O)[O-])cc1C2=NO
39.0*	CCOc1ccc(N=Cc2ccc([N+](=O)[O-])cc2)c(O)c1
1.1	CCn1c(C)nnc1SCC(=O)Nc1ccc(OC)cc1
3.3	CC(C)(C)C(=O)c1c(N)[nH]c(C(=O)c2ccccc2)c1-c1ccc(F)cc1
3.1	O=S1(=O)CC(N2CCCCC2)CN1Cc1cn(Cc2ccc(F)cc2)nn1 (stereo not given)
0.4	CC1=C(C(=O)N(C)C)CC(CC(=O)NCc2cccc3ccccc23)C(=O)N1CCC1=CCCCC1 (stereo not given)
0.8	CC(O)(c1ccc(F)c(F)c1)c1nc(-c2cccc(C(F)(F)F)c2)cs1 (stereo not given)
84.8*	O=C(Nc1cc2c(cc1Cl)-c1ccc([N+](=O)[O-])cc1C2=NO)C(F)(F)F
1.8	Cc1cncc(NCc2cccc(Cl)c2)n1
2.8	CC(C)C(=O)N1CCCC1(C)C(=O)NCc1ccccn1 (stereo not given)
1.6	Cc1ccccc1-c1cccc([C@@H]2C[C@H]3[C@H](CON3C)CN2C(=O)CCc2ccccc2)c1
0.6	CSC[C@H]1CN(Cc2ccccc2)C(=O)[C@@H]1CC(=O)Nc1ccc(Br)cc1
2.7	O=C(Cc1ccc(NC(=O)C2CCN(C(=O)C3CC3)CC2)cc1)Nc1cccc(C(=O)N2CCCCC2)c1
2.2	C#CCNS(=O)(=O)c1ccc(F)cc1Br
3.5	COC(=O)C[C@@H]1CC[C@H](NC(=O)c2ccc3c(c2)OCO3)[C@@H](CO)O1
-2.6	COc1ccc(Cc2c(-c3ccc(F)cc3)nc3ccc(Br)cn23)c(C)c1

Some of the compounds tested; rates above refer to the full screens.
